PG9 binder: binders of HIV-1 gp120 antibody PG9, primary screen, biochemical, TR-FRET; HIV-1 gp120 / PG9 antibody interaction; TR-FRET gp120-PG9 antibody binding; inhibition, % at 6.7 µM; 360,000 tested, 0.43% active; AID 624416, 2012; in the data active = inhibition above about 8.5%
NR1D1 modulator: modulators of Rev-erb alpha DNA binding, primary screen, biochemical, FITC-DNA, fluorescence polarization, uHTS. Nuclear receptor subfamily 1 group D member 1 (Homo sapiens), P20393. Rev-erbα–FITC-DNA binding, 90 min. activity, % at 10 µM. 370,000 tested, 0.79% active;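 active = activity above about 14%, limit read from the data; passing the limit was not always enough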;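 also: 0% = DMSO wells with 35 nM protein and 100% = DMSO wells with 750 nM protein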
DAX1 inh-1: DAX1 (NR0B1) inhibitors, primary screen, cell-based, HEK293, Gal4-DAX1, luciferase luminescence | AID 504766, 2011 | HEK293 Gal4-DAX1 luciferase reporter | 340,000 tested, 0.99% active | Nuclear receptor subfamily 0 group B member 1 (Homo sapiens), P51843 | inhibition, % at 6.75 µM;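 active = inhibition above the mean over all tested compounds plus 3 SD, cut at about 4.2% in these data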;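 also: 0% = DAX1-transfected cells with DMSO and 100% = empty-vector control cells with DMSO; inhibition shows as a rise in luminescence from relieved DAX1 repression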
Target sequence (P51843 207-470 limits assumed): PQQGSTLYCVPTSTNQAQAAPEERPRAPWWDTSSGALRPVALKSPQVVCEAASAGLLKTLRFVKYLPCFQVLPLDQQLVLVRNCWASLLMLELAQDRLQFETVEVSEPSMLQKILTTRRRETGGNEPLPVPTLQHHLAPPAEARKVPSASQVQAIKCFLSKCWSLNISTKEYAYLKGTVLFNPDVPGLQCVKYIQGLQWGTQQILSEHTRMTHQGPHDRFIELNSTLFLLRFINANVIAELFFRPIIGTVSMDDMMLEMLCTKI
DAX1 inh-2: DAX1 (NR0B1) inhibitors on StAR promoter, primary screen, cell-based, luminescence, SF-1 (NR5A1), full-length DAX-1; HEK293T StAR-luciferase reporter, SF-1/DAX-1 repression relief; inhibition, % at 6.8 µM; 370,000 tested, 1.1% active; AID 652010, 2013;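 active = inhibition above the mean over all tested compounds plus 3 SD, cut at about 3.6% in these data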;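 also: 0% = DAX-1 cells with DMSO and 100% = cells lacking DAX-1 with DMSO; higher inhibition means more luminescence from relief of DAX-1 repression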
ssDAF-12 act: S. stercoralis DAF-12 nuclear receptor activators, primary screen, cell-based, luminescence, HEK293, GRIP1 co-expression, lit1-tk-luc | 370,000 tested, 1% active | activation, % at 6.8 µM | AID 652126, 2013 | Nuclear hormone receptor DAF-12 (Strongyloides stercoralis) | HEK293 ssDAF-12/GRIP1 lit1-tk-luc reporter; % of 3 µM dafachronic acid response;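 active = activation above the mean over all tested compounds plus 3 SD, cut at about 0.9% in these data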;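 also: 0% = DMSO-only wells and 100% = 3 µM delta7-dafachronic acid wells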
hgDAF-12 ag: H. glycines DAF-12 receptor agonists, primary screen, cell-based, luminescence, HEK293, GAL4 fusion, UAS-luciferase | Nuclear hormone receptor DAF-12 (Heterodera glycines), GAL4 fusion | HEK293 GAL4-hgDAF12 UAS-luciferase reporter, agonist luminescence; normalized to butyrate control | activation, % at 6.8 µM | 370,000 tested, 1.8% active | AID 687014, 2013;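 active = activation above a cutoff set at the mean of all screened compounds plus 3 SD, cut at about 10% in these data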;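 also: 0% = DMSO wells and 100% = sodium butyrate wells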
hcDAF12 agonist: H. contortus DAF-12 nuclear receptor activators, primary screen, cell-based, luminescence, HEK293, lit1-tk-luc reporter; HEK293 hcDAF-12 lit1-tk-luc reporter; 0% DMSO, 100% Δ7-dafachronic acid; activation, % at 6.8 µM; 370,000 tested, 1.4% active; AID 652067, 2013;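 active = activation above the mean of all tested compounds plus 3 SD, cut at about 5.5% in these data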;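 also: 100% = response to 3 µM Δ7-dafachronic acid high control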
FXN GAA850 act: FXN promoter activators, primary screen, cell-based, luciferase luminescence, HEK293 lucGAA850; HEK293 lucGAA850 FXN promoter luciferase reporter, 24 h; percent of 10 µM SAHA response; activation, % at 6 µM; 360,000 tested, 0.56% active; AID 540364, 2011;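 active = activation above the average of all compounds screened plus 3 SD, cutoff fixed separately per campaign, cut at about 7.5% in these data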;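 also: 0% = DMSO wells and 100% = 10 µM SAHA wells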
sPLA2-III inh: human group III sPLA2 inhibitors, primary screen, biochemical, QFRET, BODIPY PC-A2 liposome substrate. Group 3 secretory phospholipase A2 (Homo sapiens), Q9NZ20. QFRET BODIPY PC-A2 liposome hydrolysis, fluorescence. inhibition, % at 12.2 µM. 370,000 tested, 0.56% active. AID 743126, 2013;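 active = inhibition above mean plus 3 SD of compounds lying within the high and low control bounds, cut at about 19% in these data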;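 also: 0% = median of test compound wells and 100% = no enzyme DMSO wells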
Target sequence (Q9NZ20 whole entry, looked up): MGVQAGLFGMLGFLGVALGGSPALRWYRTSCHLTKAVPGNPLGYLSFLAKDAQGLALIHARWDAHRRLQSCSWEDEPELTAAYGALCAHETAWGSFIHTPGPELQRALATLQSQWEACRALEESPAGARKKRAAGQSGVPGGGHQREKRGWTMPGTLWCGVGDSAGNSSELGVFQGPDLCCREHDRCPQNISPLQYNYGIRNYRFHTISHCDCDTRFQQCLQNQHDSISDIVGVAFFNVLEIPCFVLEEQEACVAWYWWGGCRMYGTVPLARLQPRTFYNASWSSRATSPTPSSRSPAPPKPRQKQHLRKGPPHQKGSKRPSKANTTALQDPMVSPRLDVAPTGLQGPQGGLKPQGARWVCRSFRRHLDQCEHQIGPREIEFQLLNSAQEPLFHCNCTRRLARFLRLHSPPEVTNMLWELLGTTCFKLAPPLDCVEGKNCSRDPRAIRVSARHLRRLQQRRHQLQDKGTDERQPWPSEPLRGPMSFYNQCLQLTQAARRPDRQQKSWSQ
PLCb3 inh: human PLC-beta3 inhibitors, primary screen, biochemical, fluorescence; 1-phosphatidylinositol 4,5-bisphosphate phosphodiesterase beta-3 (Homo sapiens), Q01970; Purified PLC-beta3, fluorogenic substrate; inhibition, % at 12.2 µM; 370,000 tested, 0.18% active; in the data active = inhibition above about 11%;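 also: 0% = median of compound wells on plate and 100% = full blocker control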
SMARCA2 activ: SMARCA2 (BRM) function activators, primary screen, cell-based, luminescence, high throughput. activation, % at 9.1 µM. MG213 cells, MMTV-luciferase reporter, dexamethasone, overnight. 370,000 tested, 1% active. AID 652017, 2013; in the data active = activation above about 7.8%;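 also: 0% = vehicle wells and 100% = reference activator wells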
Active calls of the source: *; . = not tested or not shown. Hits appear at their usual frequency; 7% or so of the library scored in one or more.

SMILES	PG9 binder	NR1D1 modulator	DAX1 inh-1	DAX1 inh-2	ssDAF-12 act	hgDAF-12 ag	hcDAF12 agonist	FXN GAA850 act	sPLA2-III inh	PLCb3 inh	SMARCA2 activ
COC(=O)COc1cccc2c(=O)n(CC(=O)NCc3ccccc3)ccc12	-2.2	-3	1.1	-0.4	-1.3	-1.5	1.1	-3.0	-3	-5	-1
Cc1cc(N2C(=O)C3C4CCC(C4)C3C2=O)no1 (configuration not stated)	-0.2	-1	0.3	-0.4	-1.3	2.0	-0.9	0.2	-3	-1	-1
N#Cc1c(Sc2ncc(C(F)(F)F)cc2Cl)nsc1C/C=N\OCc1c(F)cccc1Cl	1.3	-3	-0.5	-0.4	-1.1	2.9	-1.6	-2.3	-5	-11	1
COc1ccc(NC(=O)CC2C(=O)N(c3ccc(OC)cc3)C(=O)N2CCc2cccs2)cc1 (configuration not stated)	-1.6	1	2.9	-0.2	-1.5	-0.9	2.9	-3.8	-21	0	-1
Cc1oc(C(=O)O)cc1COc1ccccc1Cl	-1.6	-4	2.1	-0.2	-0.5	0.9	-0.3	-1.4	0	1	4
O=C(Sc1ccc(Cl)cc1)c1ccccn1	0.6	-5	-0.2	-0.3	-1.4	-0.7	0.4	4.9	7	-5	0
COc1ccc(CCN2CN(S(=O)(=O)c3ccccc3)c3nc4ccccc4nc32)cc1OC	-0.5	1	-0.3	0.5	-1.3	-2.3	-0.7	1.0	1	0	-1
Cc1cccc(C)c1NC(=O)CSc1nnc(-c2ccccc2)n1Cc1ccc2c(c1)OCO2	0.6	0	1.1	-0.8	-2.1	0.1	-2.7	-3.7	-1	-1	-4
CCOC(=O)CCC(NC(=O)c1ccc(NCN2C(=O)c3ccccc3C2=O)cc1)C(=O)OCC (configuration not stated)	0.8	2	-0.4	-0.2	-1.1	-1.3	0.6	1.2	6	2	2
Cc1ccsc1/C=N/NC(=O)CNC(=O)c1ccc(S(=O)(=O)N2CCOCC2)cc1	-3.3	-7	1.3	0.5	-1.8	-0.2	-0.4	2.1	-5	2	1
Cc1ccccc1CNC(=O)CCNS(=O)(=O)c1ccc(OC(F)(F)F)cc1	1.4	-1	-0.6	0.4	-1.3	-0.3	0.8	0.0	-9	-9	1
CS(=O)(=O)N1CCC(C(=O)Nc2ccc(OCc3ccccc3)cc2)CC1	-0.6	7	0.6	0.1	-1.4	-3.6	-1.0	0.8	6	3	-1
Cc1cc(C)c(-c2c(N)cc(Br)cc2Br)c(N)c1	-0.3	3	-0.6	0.6	-1.1	-1.6	0.6	0.8	9	-27	1
COc1ccc(C(=O)Nc2ccc(Nc3ccccc3)cc2)cc1[N+](=O)[O-]	-1.0	12	-1.6	-1.0	-1.7	-2.8	-2.0	-0.9	3	3	-1
CCOC(=O)CC1C(=O)NCCN1C(=O)c1c(F)cccc1F (configuration not stated)	0.3	0	0.7	0.3	-1.2	-1.6	-1.3	0.9	0	-3	-2
CCOC(=O)CC1CCCCN1Cc1cn[nH]c1-c1ccc(F)cc1F (configuration not stated)	3.3	8	4.7*	-0.1	-1.3	-4.2	-1.7	-0.5	1	-9	-3
COc1cccc(-n2c(-c3ccccc3)c[nH]c2=S)c1	1.1	-2	3.5	0.7	-1.0	-0.5	-3.4	-0.5	12	-3	-1
COc1ccc(CC(N)c2csc(Nc3cc(NCCCO)ncn3)n2)cc1 (configuration not stated)	-1.4	4	.	-1.3	-1.3	-1.8	0.7	-0.7	-12	-13	7
CO/N=C/C(C#N)=C/c1cc(C(=O)c2ccccc2)cn1C	-3.5	-7	-0.8	-0.6	-2.0	-2.2	-1.7	-0.1	3	-8	0
CCN(CC(=O)Nc1ccc(NC(C)=O)cc1)C(=O)c1ccc(S(=O)(=O)N2CCCC2)cc1	0.7	-5	0.4	-0.8	-0.7	0.9	-2.4	1.7	3	-5	-1
Fc1ccc(N=c2ssnc2Cl)c(F)c1	-0.2	0	-0.8	0.8	0.6	1.3	0.9	1.3	3	0	1
CCN(C(=O)c1cccc(Br)c1)C1CCS(=O)(=O)C1 (configuration not stated)	-1.2	-2	0.8	1.0	-1.0	-1.8	-0.1	2.5	0	-3	-2
C#CCNC(=O)C1=C[C@H](c2ccc3c(c2)OCO3)C[C@H](OCc2ccc(CO)cc2)O1	1.2	-1	2.0	0.1	-1.5	0.6	-1.3	-2.6	-10	-33	-1
CC(C)c1ccccc1NC(=S)NCC1(N(C)C)CCCCC1	1.6	-2	-0.5	-0.8	-0.4	-1.2	-0.3	-2.1	20*	-2	-1
O=C(NCCC1CCCCN1S(=O)(=O)c1ccc(F)cc1)C(=O)Nc1ccccc1F (configuration not stated)	10*	0	-0.1	-0.9	-1.4	5.0	-2.5	1.0	-4	1	-2
COc1ccc(CNC(=O)CN(Cc2ccc(C)cc2)C(=O)c2csnn2)cc1	-0.5	0	0.3	-0.2	-1.2	1.3	-2.5	-2.3	3	-2	-2
CC1(C)NC(=O)N(CCCCOc2ccc(Cl)cc2C=O)C1=O	3.6	-3	-0.3	0.0	-0.6	-1.4	-1.4	1.0	1	-34	-4
Cc1ccc(/C=N/NC(=O)CSc2nc3ccccc3o2)cc1	-1.6	2	-1.2	0.7	-0.5	6.1	4.5	1.8	1	11*	2
O=C(CCn1cnnn1)Nc1ccccc1	-2.5	-5	1.9	0.9	-1.9	-1.4	-0.2	1.6	3	-2	2
Nc1ncnc2c1cnn2C1CC(O)C(CO)O1 (configuration not stated)	1.4	6	0.0	-0.1	-1.4	3.8	-1.3	-0.7	3	2	0
Cn1c(=O)c2c(nc(Br)n2CCCc2ccccc2)n(C)c1=O	0.6	4	0.4	-0.7	-1.1	0.3	-0.2	0.6	0	1	1
CCOC(=O)C1CCCN(C(=O)c2ccccc2NS(=O)(=O)c2ccc(F)cc2)C1 (configuration not stated)	-2.3	12	-0.5	-1.4	-1.0	-0.4	-0.4	-1.3	-12	2	3
O=C(COCc1nc2ccccc2c(=O)[nH]1)NC1CCCC1	-1.8	1	1.1	0.0	-1.4	1.9	-1.6	-1.4	1	1	-1
CN(C(=S)NC1CCCCC1)C1(c2ccccc2Cl)CCCCC1=O (configuration not stated)	-0.6	2	1.6	-0.3	-1.3	1.6	-1.3	8.8*	8	5	1
CC1CC1C(=O)OCC(=O)Nc1ccc(Cl)cn1 (configuration not stated)	-1.5	-3	-0.5	0.6	-1.2	-1.6	-0.9	0.6	-5	-12	5
O=C(COC(=O)c1cc2ccccc2cc1O)NC1CCCCC1	-0.2	2	-1.1	0.7	-1.7	2.6	0.6	-1.1	-3	-73	-3
Cc1c(C(=O)NCCCN2CCOCC2)sc2nc(-c3ccccc3)cn12	-0.7	3	.	-1.0	-1.3	0.9	-1.5	.	4	1	-1
O=C(NCCCn1ccnc1)c1ccc2ccccc2c1	2.3	0	-0.1	0.3	-0.7	-1.8	0.3	0.7	-2	-8	-1
S=c1[nH]nc(-c2cccnc2)n1/N=C/c1ccc(Br)s1	0.4	-1	1.4	0.1	-0.9	2.0	-0.9	1.8	8	7	-4
Cc1nnc(SCC(=O)c2cc(C)n(-c3ccc4c(c3)OCO4)c2C)s1	1.7	1	-1.3	-0.6	-1.4	2.0	0.6	11*	-11	-15	-2
O=S(=O)(N/N=C/c1ccc(N2CCOCC2)cc1)c1ccccc1	-3.6	-2	2.0	-0.4	-2.0	-0.6	-1.3	0.1	5	-16	-3
COC(CNC(=O)CNC(=S)N(CCCN1CCOCC1)Cc1cccs1)OC	-0.2	2	0.8	0.3	-1.7	-0.9	-0.3	2.3	10	-1	-3
O=C(COc1ccccc1-c1ccccc1)N/N=C/c1ccccn1	-0.1	0	0.4	-2.1	-1.6	2.3	-0.8	-0.8	-9	-2	-4
CCCCN(C(=O)COC(=O)c1ccc(C=O)cc1)c1c(N)n(CCC)c(=O)[nH]c1=O	-1.5	-1	-0.1	-1.4	-1.1	1.2	-1.5	1.7	8	-17	0
COc1ccc(CNC(=O)COC(=O)c2ccc(C)c(S(=O)(=O)N3CCOCC3)c2)cc1	-0.9	-8	-1.2	0.1	-0.9	-0.6	-0.2	0.2	3	-4	-4
COc1ccccc1C(=O)NC(=S)N1CCCc2ccccc21	0.1	3	1.5	-0.8	-1.4	-2.2	2.2	-3.1	6	-30	1
CC(=O)Cc1nsc(NC(=O)C2Cc3ccccc3C(=O)O2)n1 (configuration not stated)	0.7	4	0.8	2.5	-1.1	0.0	2.5	1.1	-6	1	-1
Cc1ccc(NC(=O)CCN2CC(C)OC(C)C2)cc1 (configuration not stated)	-1.8	-2	-1.3	0.1	-1.6	-1.2	-0.3	1.6	13	-7	-3
CCCc1ccc(OCC(O)CN2CCN(c3ccccn3)CC2)cc1 (configuration not stated)	-1.7	-2	0.2	0.6	-1.2	-0.2	-1.2	3.3	0	-9	0
COc1ccc(C)cc1N(CC(=O)N1CCCCCC1)S(=O)(=O)c1ccc(C)cc1	-3.0	-4	-0.1	-1.9	-1.1	-1.9	0.0	0.9	0	-1	-2
Cc1ccc(C2(c3noc(CN(C)Cc4cccnc4)n3)CCCC2)cc1	1.5	3	4.5*	0.5	-1.4	0.4	-1.1	2.2	2	-6	-4
CCOc1ccc(N(CC(=O)NC2CCCCC2)C(=O)CNC(=O)c2cccs2)cc1	0.3	-5	-1.0	0.1	-1.5	-0.5	-0.7	1.3	-8	-4	3

In the list so far, 2 have a cyano group:
SMILES	PG9 binder	NR1D1 modulator	DAX1 inh-1	DAX1 inh-2	ssDAF-12 act	hgDAF-12 ag	hcDAF12 agonist	FXN GAA850 act	sPLA2-III inh	PLCb3 inh	SMARCA2 activ
N#Cc1c(Sc2ncc(C(F)(F)F)cc2Cl)nsc1C/C=N\OCc1c(F)cccc1Cl	1.3	-3	-0.5	-0.4	-1.1	2.9	-1.6	-2.3	-5	-11	1
CO/N=C/C(C#N)=C/c1cc(C(=O)c2ccccc2)cn1C	-3.5	-7	-0.8	-0.6	-2.0	-2.2	-1.7	-0.1	3	-8	0
